IEC-6 tox: counter-screen for KLF5 inhibitors: cytotoxicity in IEC-6 cells | IEC-6 cytotoxicity, luminescence viability | inhibition, % at 5 µM | AID 1825 | 290,000 compounds, 0.78% hits; in the data active = inhibition above about 22%;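 note: 0% = plate median of test compound wells and 100% = cytotoxic reference compound wells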
GSK3A inh: blocks human GSK-3 alpha kinase | P49840 | ADP-Glo luminescence, 60 min | inhibition, % at 10 µM | 320,000 compounds, 0.1% hits;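 in the data active = inhibition above about 50%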;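 note: GST-tagged GSK-3 alpha with peptide substrate and 25 µM ATP; 0% = DMSO neutral wells and 100% = GW8510 positive control wells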
Target sequence (P49840 whole entry, looked up): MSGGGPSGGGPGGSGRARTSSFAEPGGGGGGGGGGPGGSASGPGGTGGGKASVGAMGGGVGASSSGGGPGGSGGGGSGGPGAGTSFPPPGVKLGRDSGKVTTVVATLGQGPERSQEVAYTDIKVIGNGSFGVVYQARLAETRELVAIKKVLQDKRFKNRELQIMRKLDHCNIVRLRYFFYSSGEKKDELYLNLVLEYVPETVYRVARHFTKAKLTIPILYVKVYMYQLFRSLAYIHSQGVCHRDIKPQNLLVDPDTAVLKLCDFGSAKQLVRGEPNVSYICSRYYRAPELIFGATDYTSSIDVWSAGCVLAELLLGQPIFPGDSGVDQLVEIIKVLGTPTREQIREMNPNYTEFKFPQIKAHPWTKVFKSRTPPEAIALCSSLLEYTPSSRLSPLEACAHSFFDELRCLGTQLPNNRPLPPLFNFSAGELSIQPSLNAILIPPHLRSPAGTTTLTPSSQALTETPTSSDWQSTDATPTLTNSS
HSP90 refold inh: blocks HSP90-mediated luciferase refolding in reticulocyte lysate. inhibition, % at 5.6 µM. Rabbit reticulocyte lysate, luciferase refolding luminescence, 3 h. 290,000 compounds, 0.91% hits. AID 1789;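 active = inhibition above the screen-wide mean plus 3 SD, computed separately per campaign, cut at about 16% in these data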;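 note: 0% = DMSO wells and 100% = 60 µM geldanamycin wells; inhibitors lower the luminescence because luciferase stays unfolded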
PolyA inh: blocks polyadenylation in yeast reporter cells; S. cerevisiae SKY197-pL101 polyadenylation reporter, beta-gal luminescence; efflux-impaired pdr1/pdr3 knockout yeast; score 100 = 6 SD above DMSO; calls only at 12 µM; 300,000 compounds, 0.02% hits;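 active = lowest replicate activity score at least 50, where 100 means six control SD above control mean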;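 note: yeast exposed to compound for 9 h at 30 °C; higher score means more reporter readthrough which indicates perturbed polyadenylation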
KLF5 inh: kruppel-like factor 5 inhibition; DLD-1 KLF5 promoter-luciferase reporter, luminescence; inhibition, % at 5 µM; 290,000 compounds, 0.23% hits;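 active = inhibition above a per-plate limit of that plate's mean compound inhibition plus 3 SD, cut at about 60% in these data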;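 note: 0% = DMSO wells and 100% = LY294002 at 200 µM; higher means less KLF5 promoter-driven luciferase light; inactives centre near -14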
HSF1 inh: HSF1 inhibition; 300,000 compounds, 0.77% hits; NIH3T3-HGL HSE-luciferase, MG132-induced, luminescence 8 h; hits give low values; activity change, negative = inhibition, % at 7.5 µM (by protocol);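 active = more than half of replicate wells show activity change below -50%, luminescence cut by over half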;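 note: luciferase reports HSF-1 transcriptional activity via heat shock element; 0% = median of DMSO wells and -100% = zero luminescence signal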
HSF-1 act: increases HSF-1 driven luciferase reporter signal. NIH3T3-HGL HSF-1 luciferase reporter, MG132, 8 h; 100% = twice DMSO control signal. activation, % at 9 µM. 300,000 compounds, 1.7% hits;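 active = mean replicate activation of at least 50% with a set share of replicates each reaching 50%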;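 note: 0% = median of the neutral control wells and 100% = twice that signal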
aSyn 5UTR inh: MLPCN primary screen, SNCA 5' untranslated region. inhibition, % (tested at 7.5 µM). 300,000 compounds, 0.82% hits. alpha-synuclein 5'UTR reporter, inhibitor activity. AID 1813; in the data active = inhibition above about 60%;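 note: H4 neuroglioblastoma cells stably carrying SNCA 5'UTR luciferase fusion; 0% = DMSO wells and 100% = positive control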
GSK3beta inhib: human GSK3beta kinase inhibition; P49841; GST-GSK3beta kinase, ADP-Glo luminescence, 60 min; hits give low values; activity score (negative = inhibition), % at 10 µM; 300,000 compounds, 0.038% hits;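 active = more than half of replicate wells score below -50%, meaning over 50% inhibition versus plate controls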;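 note: 0% = median DMSO wells and -100% = median GW8510 positive control wells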
Target sequence (P49841 whole entry, looked up): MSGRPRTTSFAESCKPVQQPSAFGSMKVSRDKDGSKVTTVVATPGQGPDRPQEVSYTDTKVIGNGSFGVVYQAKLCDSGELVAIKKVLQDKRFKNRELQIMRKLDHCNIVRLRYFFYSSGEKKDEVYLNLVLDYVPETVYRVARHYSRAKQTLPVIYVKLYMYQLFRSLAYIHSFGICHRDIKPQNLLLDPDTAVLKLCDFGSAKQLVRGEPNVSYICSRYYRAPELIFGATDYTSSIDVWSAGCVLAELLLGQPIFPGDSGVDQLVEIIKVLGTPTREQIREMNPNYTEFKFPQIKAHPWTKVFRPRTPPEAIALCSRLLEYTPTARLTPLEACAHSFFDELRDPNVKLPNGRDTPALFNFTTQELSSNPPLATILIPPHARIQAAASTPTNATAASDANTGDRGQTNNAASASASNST
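Test system: GST-tagged human GSK3beta kinase, cell-free; evaluation: activity score scaled between in-plate DMSO and GW8510 controls; measured by: ADP-Glo luminescence; incubation: 60 min reaction, RT; benchmarks: DMSO and 20 µM GW8510; reagent: peptide substrate plus 25 µM ATP (final); medium: Tris/MgCl2 kinase buffer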
AI-2 QS modul: Vibrio harveyi AI-2 quorum sensing modulation; activity change, % at 7.5 µM; 300,000 compounds, 0.4% hits; Vibrio harveyi JMH597 AI-2 luminescence/OD600 ratio, 9 h; hits give low values; strain lacks LuxN and CqsS sensors; 0 = neutral-control median; in the data active = activity change below about -75%, passing the limit was not always enough;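 note: luminescence divided by OD600 gain over 9 h not by final OD600 alone; inactives centre near 13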
Starred values were filed as active, the others as inactive; i = inactive; . = not tested or not shown.

Structure,AI-2 QS modul,aSyn 5UTR inh,GSK3A inh,IEC-6 tox,HSF-1 act,KLF5 inh,PolyA inh,HSF1 inh,GSK3beta inhib,HSP90 refold inh
COC(=O)Cn1cnc2scc(-c3ccc(C)c(C)c3)c2c1=O,48,27,0,2,15,-21,i,7,3,1
O=C1NC2(CCCCC2)C(=O)N1/N=C/c1ccccc1Br,0,-81,5,-5,.,-26,i,.,-2,1
CC(C)NC(=O)C12CC3CC(C1)CC(n1cnc(Cl)n1)(C3)C2,18,0,-5,-2,-12,-36,i,2,4,0
CSCC[C@H](NC(=O)COc1ccc(Cl)cc1Cl)c1nc2ccccc2[nH]1,-3,2,2,-3,-1,0,i,1,-5,3
C=CCOn1c(=O)c(-c2ccc(OC)cc2)[n+]([O-])c2ccccc21,.,-23,0,-1,14,-29,i,2,3,-2
Cc1ccc(S(=O)(=O)NCCCNC(=O)c2ccccc2)cc1,17,4,-2,4,-10,-15,i,-7,-1,8
CCOc1ccc(Cl)cc1S(=O)(=O)N1CCC(C(=O)NCC2CCCO2)CC1 (stereo unspecified),12,7,0,1,6,-18,i,-2,4,-8
CCOC(=O)C1(CC2CC2)CCN(Cc2cnc(-c3ccc(OC)cc3)nc2)CC1,-2,-8,-5,1,-7,-11,i,-3,-2,3
CC(C)(C)NC(=O)CSCc1c(Cl)cccc1Cl,27,13,-2,1,4,-6,i,2,-3,-1
CN1CCN(c2cc(=O)n(-c3ccc(Cl)cc3)c(=O)[nH]2)CC1,21,-3,-3,-6,-2,-65,i,-11,-1,-1
N#CC(C#N)=Cc1ccc(OC(=O)c2ccccn2)cc1,22,-15,-1,2,-20,-14,i,-10,2,-1
COc1ccc(C(=O)Nc2ccc(C)cc2C(=O)c2ccccc2)c(OC)c1,19,20,-2,1,-6,11,i,-9,-2,2
NS(=O)(=O)c1ccc(Sc2nc3ccccc3s2)c([N+](=O)[O-])c1,.,67*,0,4,28,-24,i,7,-1,-3
COc1ccc(C)cc1NC(=O)c1ccc2c(=O)n3c(nc2c1)CCCCC3,15,-23,-2,-3,3,-8,i,2,0,-6
COCCNC(=O)C(c1ccc(F)cc1)N(C(=O)CCC(=O)Nc1nccs1)c1cccc(C)c1 (stereo unspecified),21,.,3,-2,.,10,.,.,2,-5
CCOc1ccc(CN(C)CC(O)COC(c2ccc(OC)cc2)c2ccc(OC)cc2)cc1 (stereo unspecified),35,23,1,6,57*,-3,i,26,1,5
N#C/C(=C\c1cccc(O)c1)C(=O)Nc1ccc2c(c1)OCCO2,21,-20,.,-1,41,-13,i,29,2,-6
C/C(=N\NC(=O)c1cc(O)cc(O)c1)c1ccc(NC(=O)Cc2ccccc2)cc1,-8,-59,2,-3,-4,-169,i,2,0,2
COc1ccc(C(=O)NCCc2nnc3ccc(SCC(=O)Nc4ccccc4)nn23)cc1,11,30,0,-4,2,-10,i,-6,2,-3
Cc1ccc(C(=O)N2CCN(C(=O)c3ccc(C)cc3)C2)cc1,4,15,-2,-2,38,-10,i,4,1,-4
CC(OC(=O)c1cccc(N2C(=O)c3ccccc3C2=O)c1)C(=O)Nc1ccc(N(C)C)cc1 (stereo unspecified),16,-10,2,0,7,-38,i,-5,-13,-6
Cc1ccc(NC(=O)Cn2nnc(C(=O)NCCc3ccccc3)c2N)cc1Cl,6,2,2,-6,4,-8,i,-1,-5,-4
CCOC(=O)C1CCCN(S(=O)(=O)c2ccc(-c3cc(C)no3)s2)C1 (stereo unspecified),24,3,-1,4,-2,-12,i,2,2,-4
CCOC(=O)/C(N=Nc1c(C)n(C)n(-c2ccccc2)c1=O)=C(\C)O,9,14,-1,7,3,-1,i,-3,-1,-2
CC(C)CC1C(C#N)=C(N)SC(N)=C1C#N,9,6,6,-4,-12,1,i,0,-1,-2
COc1ccc(S(=O)(=O)N2CCC(n3cnc4cc(C(F)(F)F)ccc43)CC2)cc1,8,20,3,-1,-19,11,i,7,-5,2
CCCOc1ccc(CC(=O)NNC(=S)Nc2ccccc2)cc1Br,3,2,-1,-8,8,-49,i,10,4,-2
O=C(CN1CCCCCC1)Nc1ccc(S(=O)(=O)N2CCOCC2)cc1,12,-18,-3,-2,-7,-31,i,-3,2,3
NC(=O)CC(NC(=O)Cc1ccc(Br)cc1)c1ccc(N2CCN(c3ccccc3)CC2)c([N+](=O)[O-])c1 (stereo unspecified),0,11,1,.,26,.,i,16,-4,.
Oc1ccc(Cl)cc1-c1cc(-c2ccccc2Cl)[nH]n1,3,-158,-2,-1,20,-35,i,10,-1,1
O=C(Nc1nc(-c2ccccn2)cs1)C1CC(=O)N(c2ccc3c(c2)OCCO3)C1 (stereo unspecified),40,-40,0,2,34,3,i,0,-1,-2
CC1CC(C)CN(CC(C)(C)NS(=O)(=O)c2ccc(Cl)cc2)C1 (stereo unspecified),8,-8,-3,-2,-2,4,i,1,-2,0

An excerpt from above in order of the GSK3A inh value, falling:
| Structure | GSK3A inh |
| --- | --- |
| NC(=O)CC(NC(=O)Cc1ccc(Br)cc1)c1ccc(N2CCN(c3ccccc3)CC2)c([N+](=O)[O-])c1 (stereo unspecified) | 1 |
| O=C(Nc1nc(-c2ccccn2)cs1)C1CC(=O)N(c2ccc3c(c2)OCCO3)C1 (stereo unspecified) | 0 |
| Oc1ccc(Cl)cc1-c1cc(-c2ccccc2Cl)[nH]n1 | -2 |

(continued)
Structure,AI-2 QS modul,aSyn 5UTR inh,GSK3A inh,IEC-6 tox,HSF-1 act,KLF5 inh,PolyA inh,HSF1 inh,GSK3beta inhib,HSP90 refold inh
CC1(C)Cc2cccc(C(=O)Nc3ccncc3)c2O1,32,16,73*,-4,-17,-30,i,-3,1,1
COc1cccc(C(=O)NCC(c2cccs2)N2CCc3ccccc32)c1 (stereo unspecified),8,2,-1,.,28,.,i,17,-24,.
NS(=O)(=O)c1ccc(CCNC(=O)c2ccc[nH]c2=S)cc1,9,-1,-1,-6,-6,-31,i,-5,0,4
Cc1ccccc1N1CC(C(=O)Nc2nnc(SCc3cccnc3)s2)CC1=O (stereo unspecified),11,-22,0,-2,-2,-18,i,-6,1,-1
Cc1cc(Br)ccc1OCC(=O)NNC(=O)Cc1ccccc1,15,-15,-3,-8,34,9,i,5,-1,-4
Cc1ccc(S(=O)(=O)N/N=C/c2cn(C)nc2C)cc1,0,-5,-3,1,12,-25,i,5,1,-2
COc1ccccc1CNC(=O)C1CCCN(S(=O)(=O)c2cccc3nonc23)C1 (stereo unspecified),8,-23,-1,-6,23,-9,i,8,28,3
CCC(C)[C@H](NC(=O)OC(C)(C)C)C(=O)N/N=C/c1ccc2cc(OC)ccc2n1 (stereo partly specified),-2,7,-3,6,-7,-15,i,-2,-1,5
CC/C(O)=C1\C(=O)CCCC1=NCCc1c(C)[nH]c2ccc(C)cc12,24,2,3,5,3,13,i,-3,3,3
Cc1cccnc1NC(=O)c1nn(C)c2c1CS(=O)(=O)c1ccccc1-2,.,-10,0,1,4,-11,i,-5,0,-2
COc1ccc(OC)c(C2N(c3cc(C)on3)C(=O)C3CCCN32)c1 (stereo unspecified),20,-2,0,2,-7,-32,i,-5,0,9
COc1ccc(-n2c(Cc3cccn3C)nnc2SCC(=O)Nc2ccc(C(C)=O)cc2)cc1,20,4,-2,-6,3,-43,i,1,-1,-2
COc1ccc(C(=O)Nc2nnc(S(=O)(=O)N(C)Cc3ccc(F)cc3)s2)cc1OC,9,10,-2,-2,2,-13,i,5,3,2
Cc1nc2cc(C(F)(F)F)ccc2n1C,13,12,1,4,5,-8,i,-9,-3,4
COc1ccccc1/C=C/C(=O)c1ccc(NC(C)=O)cc1,-8,-205,0,5,8,-36,i,-7,1,6
COc1ccc2c(c1)c(=O)c(C(=O)c1ccc(Cl)cc1)cn2CC(=O)Nc1ccc(F)cc1,22,27,0,2,-1,4,.,-2,-2,5
CCC(=O)Oc1ccc(NC(=O)CSCc2ccccc2)cc1,0,-106,-5,-8,36,-21,i,12,-4,0
O=C(NCc1ccc(F)cc1)C1CCN(S(=O)(=O)c2ccc(Cl)cc2)CC1,22,22,-2,0,21,2,i,-4,-1,-2
Cc1ccc(S(=O)(=O)N(CC(O)CN2C(=O)NC(C)(C)C2=O)c2cccc(C)c2)cc1 (stereo unspecified),3,4,-3,3,29,-6,i,4,2,3
CC1CCC2(CC1)NC(CO)(CO)CO2 (stereo unspecified),2,15,1,-8,-1,5,i,-7,5,-3
CC1(C)Cc2c(c(N3CCOCC3)nc3sc(C(=O)N4CCCCC4)c(N)c23)CO1,23,15,.,-5,2,-11,i,-1,-1,-6
Cc1ccc(NS(=O)(=O)c2ccc3[nH]c(=O)oc3c2)c(C)c1,7,10,-1,0,-5,-29,i,2,0,-3
COc1cccc(CC(=O)OC(C)C(=O)Nc2ccc(N3CCOCC3)cc2)c1 (stereo unspecified),32,-13,-4,.,-8,.,i,-3,1,.
CCCC(=O)N1CCN(c2nc3ccc(CC)cc3s2)CC1,-12,-116,-2,-3,5,-118,i,1,-1,0
CC1(C)CC(=O)C/C(=N\NC(=S)NCc2ccccc2)C1,18,-17,-4,4,-6,-3,i,2,-1,3
O=C(Cn1c(CN2CCCCC2)nc2ccccc2c1=O)NCc1ccco1,29,34,-3,2,0,26,i,-4,-1,4
CCOc1ccc(CCNC(=O)CN2CCN(Cc3ccccc3C)C2=O)cc1OCC,-2,16,.,1,-8,-12,i,4,3,2
O=C(C#Cc1cccc([N+](=O)[O-])c1)c1ccccc1,-55,-2,1,2,97*,-26,i,61,-1,-2
O=C(O)c1ccc(OCC2CCCO2)cc1 (stereo unspecified),8,-8,-2,2,30,-33,.,-1,3,2
COc1ccc(C(NC(=O)/C=C/c2ccco2)c2ccc(OC)cc2)cc1,15,-31,-3,-3,34,-25,.,23,3,3
Cc1cc(C)n2nc(CC(=O)NC3CCCCCC3)nc2n1,43,27,-9,-3,-19,-4,i,-7,0,-1
COc1ccc(C(=O)NC2CCCc3c2cnn3-c2cccc(C)c2C)c(OC)n1 (stereo unspecified),11,46,-1,8,-9,20,i,2,-6,4
O=C(/C=C/c1cccs1)c1ccc(NC(=O)c2cccc(Br)c2)cc1,3,-85,-1,-5,-44,-3,i,-30,0,3
O=C(Nn1c(Cc2cccs2)nc2ccccc2c1=O)c1ccc(F)c(F)c1,21,5,-1,-1,21,-1,i,3,2,6
CC(C(=O)NC1CCCC1)N1CCN(Cc2ccccc2)CC1 (stereo unspecified),6,11,-1,11,0,-6,i,-8,-6,4
CCOc1ccc(S(=O)(=O)N2CCN(Cc3ccc4c(c3)OCO4)CC2)cc1Cl,8,-6,-1,-8,6,-24,i,-3,7,5
COc1cccc(CNS(=O)(=O)c2ccc3c(c2)N(C(C)=O)CCO3)c1,.,17,0,4,16,-35,i,-1,-2,-4

Assay outcomes as filed in PubChem.

Not all compounds are listed; count on the stated rates, not on these rows.
